HTR5A inv ag = HTR5A inverse agonism, opioid heterodimer counter-screen; HTR5A cell line, luminescence; inhibition, % at 9.3 µM; actives 0.083% (n = 340,000); AID 504634; in the data active = inhibition mostly above about 23%, no sharp cut-off; inactive = mostly below about 18%;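 note: 0% = cells with DMSO and 100% = no-cell wells with DMSO; some compounds called inactive have numbers as strong as hits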
Target sequence (P47898 whole entry, looked up): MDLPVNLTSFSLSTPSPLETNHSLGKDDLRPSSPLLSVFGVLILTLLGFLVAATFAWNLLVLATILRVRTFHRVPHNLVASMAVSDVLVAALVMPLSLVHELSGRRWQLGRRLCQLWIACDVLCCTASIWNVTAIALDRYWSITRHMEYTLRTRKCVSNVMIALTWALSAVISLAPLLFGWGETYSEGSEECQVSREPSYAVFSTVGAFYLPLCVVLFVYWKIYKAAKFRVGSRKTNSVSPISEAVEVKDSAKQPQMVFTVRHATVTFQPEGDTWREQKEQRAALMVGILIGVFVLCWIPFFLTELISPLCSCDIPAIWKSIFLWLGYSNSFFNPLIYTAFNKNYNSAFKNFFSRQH
HTR5A ag = counter-screen for OPRM1-OPRD1 agonists: human HTR5A agonism. AID 504692. activation, % at 9.3 µM. HTR5A agonist assay, luminescence, cell-based. actives 0.61% (n = 340,000); in the data active = activation mostly above about 9.5%, no sharp cut-off; inactive = mostly below about 7.6%;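 note: 0% = cells with vehicle only and 100% = reference agonist; strong numbers were not always called active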
CDK5 p35 inh = CDK5/p35 (human) kinase inhibition; Q00535+Q15078; Recombinant CDK5/p35, ADP-Glo luminescence, 60 min; inhibition, % at 10 µM; actives 0.01% (n = 330,000);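 active = highest replicate inhibition of at least 50% and at least 75% of replicates reaching 50%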;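 note: plate controls were DMSO neutral control for no effect and GW8510 at 10 µM for full effect; many of its hits are not listed in these tables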
phage Ecoli inh = E. coli growth loss with phage present. inhibition, % at 11.9 µM. growth absorbance. actives 0.26% (n = 360,000); in the data active = inhibition above about 11%
Tat export inh = blocks Tat-dependent protein export in E. coli; actives 0.036% (n = 340,000); AID 488895; E. coli MC4100 TorA-mCherry Tat export, fluorescence; inhibition, % at 10 µM;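 active = mean replicate inhibition at least 50% and at least half of replicates individually reaching 50%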;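 note: exported cargo escapes ClpAP degradation while cytoplasmic cargo is degraded and loses fluorescence; 0% = median of neutral control wells and 100% = median of NaSCN control wells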
PKA-R1A activ = PKA-R1A complex activation; PKA-R1A dissociation, Cy5-IP20 fluorescence polarization; scaled: DMSO 0%, 113 µM cGMP 100%; activation, % at 11.4 µM; actives 0.083% (n = 340,000); AID 504707;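 active = percent activation above the mean of all tested compounds plus 3 SD, cut at about 19% in these data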;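 note: higher means more PKAc released from R1A so a rise in polarization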
Ecoli viability = reduces bacterial viability in AddAB counter-screen; E. coli V3065 growth, OD600 absorbance, 18 h; inhibition, % at 11.9 µM; actives 0.27% (n = 330,000);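 active = inhibition above the campaign's mean inhibition across all tested compounds plus 3 SD, cut at about 9.9% in these data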;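 note: uninfected addAB+ strain grown without phage in ampicillin broth; 0% = DMSO wells and 100% = ciprofloxacin 0.95 µg/ml wells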
AddAB inh = less growth of phage-infected E. coli with AddAB. actives 0.29% (n = 330,000). inhibition, % at 11.9 µM. AID 435030. E. coli expressing H. pylori AddAB, absorbance growth; in the data active = inhibition above about 12%;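 note: 0% = vehicle wells of infected cells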
DAGLB inh = blocks human DAGLB lipase activity. Q8NCG7. HEK293T DAGLB membrane lysate, EnzChek fluorogenic substrate. inhibition, % at 5.17 µM. actives 0.059% (n = 340,000). AID 504411; in the data active = inhibition above about 34%;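 note: 0% = enzyme with vehicle and 100% = wells lacking enzyme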
Mot1-301 SUMO = blocks SUMOylation pathway, rescuing yeast Mot1-301 growth | S. cerevisiae Mot1-301 growth rescue, ATP luminescence, 38.5C; percent above DMSO median, 100 means doubled | growth rescue, % at 18.8 µM | actives 1% (n = 320,000) | AID 2716;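 active = every valid replicate shows activation above 250% relative to neutral control wells; inactive = the rest, any valid replicate at or below 250%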;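 note: OY570 slx delta 5 strain wells were the positive control but not used for scaling; some compounds called inactive have numbers as strong as hits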
PKA-R2B act = activates the human PKA-R2B holoenzyme complex | P22694+P31323 | PKA-R2B holoenzyme dissociation, Cy5-IP20 fluorescence polarization; R2B truncated from residue 108, S112A mutant; 0% DMSO only, 100% 113 µM cGMP | activation, % at 11.4 µM | actives 0.079% (n = 340,000) | AID 504700;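 active = activation above a cutoff set at the mean over all compounds plus 3 SD, cut at about 18% in these data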;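 note: higher means more holoenzyme dissociation and a rise in polarization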
Target sequence (P31323 whole entry, looked up, other chains not shown, the tested form may be a part): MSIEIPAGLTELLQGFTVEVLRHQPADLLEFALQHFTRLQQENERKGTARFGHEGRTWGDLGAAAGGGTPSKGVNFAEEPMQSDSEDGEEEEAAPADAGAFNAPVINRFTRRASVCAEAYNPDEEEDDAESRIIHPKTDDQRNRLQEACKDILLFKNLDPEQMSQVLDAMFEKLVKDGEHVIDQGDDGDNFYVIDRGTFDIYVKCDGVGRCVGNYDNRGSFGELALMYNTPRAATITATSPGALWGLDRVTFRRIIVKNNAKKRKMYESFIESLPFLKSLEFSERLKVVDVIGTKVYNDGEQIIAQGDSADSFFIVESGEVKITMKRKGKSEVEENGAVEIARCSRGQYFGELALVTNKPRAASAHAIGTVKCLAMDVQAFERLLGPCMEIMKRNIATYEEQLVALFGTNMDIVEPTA
* hit, by the source's call; . = no result given.

no.	smiles	HTR5A inv ag	HTR5A ag	CDK5 p35 inh	phage Ecoli inh	Tat export inh	PKA-R1A activ	Ecoli viability	AddAB inh	DAGLB inh	Mot1-301 SUMO	PKA-R2B act
1	CC1=C(C(N)=O)S(=O)(=O)c2ccccc21	-11	3	1.1	0.6	-9	-7	1.0	0.7	2	7	8
2	COc1ccccc1/C=C/c1onc(C)c1S(=O)(=O)N1CCC(C(=O)NC(C)C)CC1	0	0	-1.7	1.7	-1	-2	-4.2	4.5	-2	10	2
3	N#Cc1ccccc1COc1cccc2c1CCCC2O (stereo not given)	1	0	-0.6	0.9	5	-4	-1.7	-2.8	-15	-3	1
4	COC(=O)[C@@H]1[C@@H](C#N)C2(c3ccccc3-c3ccccc32)N(c2ccc(Cl)cc2)N1C#N	-9	8.7*	-1.5	1.1	-9	-7	-3.3	1.4	7	85	-14
5	COC(=O)C1=C(C)OC(N)=C(C#N)C1c1c(C)nn(C)c1C (stereo not given)	-11	4	-0.1	2.6	1	-6	1.3	0.7	2	-2	5
6	C[C@@H](O)CC#Cc1ccc2oc(=O)c(-n3cc(-c4ccsc4)nn3)cc2c1	13	-5	0.0	0.6	-9	4	-1.4	0.4	1	9	1
7	Cc1ccc(NC(=O)CSc2nnc(NC(=O)c3ccco3)s2)cc1	-11	4	-4.4	7.0	-2	-8	4.2	6.9	2	-9	2
8	Cc1ccc(NC(=O)CN(C)C(=O)COC(=O)COc2ccc(C#N)cc2)cc1	6	-2	1.7	3.4	-6	-1	0.2	0.5	-2	63	0
9	CN(C(=O)c1ccc(NC(=O)c2ccco2)cc1)c1ccccc1	12	2	1.8	0.2	0	-4	0.7	2.3	0	-31	-12
10	CCC(=O)N1N=C(c2ccc(C)o2)CC1c1ccc(N(C)C)cc1 (stereo not given)	-16	6	-1.9	1.4	5	9	-1.0	1.7	2	-3	-3
11	CC1(C)CC(=O)C=C(Nc2ccccc2)C1	9	2	-1.8	-0.2	-1	-18	-1.1	-2.8	-1	-23	-6
12	CC(C)COc1cccc(C(=O)NC(=S)NCc2cccnc2)c1	-2	1	-0.8	2.8	4	-6	-1.8	0.3	-6	-1	2

Laid out differently: 5 of the compounds above.
[9] CN(C(=O)c1ccc(NC(=O)c2ccco2)cc1)c1ccccc1
[2] COc1ccccc1/C=C/c1onc(C)c1S(=O)(=O)N1CCC(C(=O)NC(C)C)CC1
[5] COC(=O)C1=C(C)OC(N)=C(C#N)C1c1c(C)nn(C)c1C (stereo not given)
[3] N#Cc1ccccc1COc1cccc2c1CCCC2O (stereo not given)
[11] CC1(C)CC(=O)C=C(Nc2ccccc2)C1

assay / entry | 9 | 2 | 5 | 3 | 11
HTR5A inv ag | 12 | 0 | -11 | 1 | 9
HTR5A ag | 2 | 0 | 4 | 0 | 2
CDK5 p35 inh | 1.8 | -1.7 | -0.1 | -0.6 | -1.8
phage Ecoli inh | 0.2 | 1.7 | 2.6 | 0.9 | -0.2
Tat export inh | 0 | -1 | 1 | 5 | -1
PKA-R1A activ | -4 | -2 | -6 | -4 | -18
Ecoli viability | 0.7 | -4.2 | 1.3 | -1.7 | -1.1
AddAB inh | 2.3 | 4.5 | 0.7 | -2.8 | -2.8
DAGLB inh | 0 | -2 | 2 | -15 | -1
Mot1-301 SUMO | -31 | 10 | -2 | -3 | -23
PKA-R2B act | -12 | 2 | 5 | 1 | -6

Later entries.
no.	smiles	HTR5A inv ag	HTR5A ag	CDK5 p35 inh	phage Ecoli inh	Tat export inh	PKA-R1A activ	Ecoli viability	AddAB inh	DAGLB inh	Mot1-301 SUMO	PKA-R2B act
13	COc1ccc(CCC(C)Nc2cccc(C)c2)cc1 (stereo not given)	-10	3	-0.1	4.2	2	-10	-2.5	-0.6	-16	36	-5
14	COc1ccc(S(=O)(=O)N2CCOCC2)cc1NS(=O)(=O)c1ccc(F)c(F)c1	-1	0	0.9	1.2	3	-4	0.9	1.0	3	-11	3
15	Cc1cc(NC(=O)CN2C(=O)[C@@H]3[C@H](C2=O)[C@@H]2C[C@H]3C(Br)C2Br)no1 (stereo not given in full)	-4	3	1.0	1.8	-5	5	-1.3	-0.4	-4	9	12
16	CCC(C)C(=O)Nc1ccc(OC)cc1OC (stereo not given)	-38	4	0.8	2.3	4	2	-1.2	2.0	1	-10	0
17	COC(=O)c1c(-c2ccc(Br)cc2)noc1N	6	-2	-0.3	2.6	-5	2	0.0	-0.8	-1	8	-3
18	CCC(CC)C(=O)c1c[nH]c(C(=O)O)c1	4	-1	3.9	1.9	-1	-9	-1.8	2.6	2	-3	-2
19	CCC(C)OC(=O)C(C)Oc1ccc(-c2ccccc2)cc1 (stereo not given)	5	3	1.4	2.7	-5	-1	-1.2	-0.7	-26	6	-6
20	COCCCNC(=O)CSc1nc2sc(C(=O)OC)c(C)c2c(=O)n1N	0	0	-0.4	-0.9	-6	-2	0.8	3.0	-3	7	0
21	CC1(C)CC(=O)C2=C(C1)Nc1ccccc1NC2c1cc(Cl)ccc1O (stereo not given)	-5	2	-0.1	2.2	0	-8	-0.6	-2.3	3	15	-8
22	COc1ccc2nc(NC(=O)c3ccc(-n4nc(C)cc4C)cc3)sc2c1	7	-3	2.6	-0.5	-2	-11	-0.2	-1.6	3	408	-11
23	COCCCNC(=S)NNC(=O)c1cccnc1	-27	11	-1.0	0.8	3	2	-0.9	-0.2	-2	35	-5
24	CCOC(=O)Cn1c(=O)oc2cc(S(=O)(=O)NC(C)c3ccccc3)ccc21 (stereo not given)	-24	8	0.4	2.9	3	1	-1.5	-1.0	1	-12	2

Among those listed so far, 2 contain bromine:
no.	smiles	HTR5A inv ag	HTR5A ag	CDK5 p35 inh	phage Ecoli inh	Tat export inh	PKA-R1A activ	Ecoli viability	AddAB inh	DAGLB inh	Mot1-301 SUMO	PKA-R2B act
15	Cc1cc(NC(=O)CN2C(=O)[C@@H]3[C@H](C2=O)[C@@H]2C[C@H]3C(Br)C2Br)no1 (stereo not given in full)	-4	3	1.0	1.8	-5	5	-1.3	-0.4	-4	9	12
17	COC(=O)c1c(-c2ccc(Br)cc2)noc1N	6	-2	-0.3	2.6	-5	2	0.0	-0.8	-1	8	-3

(more compounds)
no.	smiles	HTR5A inv ag	HTR5A ag	CDK5 p35 inh	phage Ecoli inh	Tat export inh	PKA-R1A activ	Ecoli viability	AddAB inh	DAGLB inh	Mot1-301 SUMO	PKA-R2B act
25	O=C(NCCCNC(=O)c1cccs1)c1cccs1	7	4	-1.1	1.7	4	-13	2.1	-0.4	0	-12	-5
26	Cc1ccc(C)c(C(C)NC(=O)c2ccncc2)c1 (stereo not given)	-2	-1	-0.7	0.2	2	1	1.0	3.2	2	752*	-2
27	Cc1nnc(SCCn2c(N3CCCCC3)nc3c2c(=O)[nH]c(=O)n3C)s1	-5	2	0.6	2.1	-7	-6	-1.6	2.7	1	-10	-22
28	COc1ccc2oc(C(=O)N3CCN(S(=O)(=O)c4c(C)c(C)cc(C)c4C)CC3)c(C)c2c1	17	4	0.9	1.4	10	0	.	.	-7	.	-8
29	Cc1ccccc1OC1CCN(C(=O)c2cc(COc3ccccc3)on2)CC1	-10	3	1.0	1.2	7	-13	1.6	-2.0	-4	-9	-3
30	Cc1ccc(NC(=O)C(c2ccccc2)N2CCN(CC(=O)NC3CC3)CC2)cc1Cl (stereo not given)	-2	1	-0.3	0.5	-6	-1	-0.2	-0.8	-1	-12	-7
31	CCOC(=O)C1(Cc2cccc(OC)c2)CCN(C/C=C/c2ccccc2)CC1	-24	8	1.6	1.8	-1	-5	0.9	4.3	-4	24	-5
32	Cc1cccc(-c2oc3ccccc3c2C#CCCCCO)c1	3	0	-1.1	-1.8	-8	-1	0.7	3.6	-6	-2	-15
33	N#Cc1cccc(Oc2ccc(-c3cnc4ccccc4n3)cc2)c1C#N	-14	-3	-2.2	0.1	1	-1	1.9	-0.5	2	-6	-3
34	O=C(NCc1ccc2c(c1)OCO2)c1nnc(Cc2ccc(Cl)cc2)o1	0	0	0.3	3.2	-4	-3	-0.2	2.7	-4	-6	7
35	O=C(Nc1ccc(NS(=O)(=O)c2ccccc2)cc1)c1ccccc1	-33	1	-0.8	2.4	1	-1	0.3	2.2	1	-1	12
36	CCCCn1c(SCC(=O)N2c3ccccc3CCc3ccccc32)nc2c1c(=O)n(C)c(=O)n2C	-34	5	1.5	-1.5	-8	-3	-3.0	-0.5	-1	7	1

Next section
no.	smiles	HTR5A inv ag	HTR5A ag	CDK5 p35 inh	phage Ecoli inh	Tat export inh	PKA-R1A activ	Ecoli viability	AddAB inh	DAGLB inh	Mot1-301 SUMO	PKA-R2B act
37	CC1(C)S[C@@H]2[C@H](NC(=O)C(C(=O)O)c3ccccc3)C(=O)N2[C@H]1C(=O)O (stereo not given in full)	2	-1	-1.8	.	14	-5	-0.7	-2.5	4	-28	-1
38	Cc1ccc(N(CC(=O)NC2CCCC2)C(=O)CCC(=O)Nc2nc(C)cs2)cc1	-8	3	-0.7	-0.4	-4	4	-0.2	4.3	0	22	3
39	Clc1cccc(CNCCCSc2ncccn2)c1Cl	-16	1	1.0	3.4	-6	12	2.0	2.6	-2	2	-6
40	Cc1ccccc1CC1(CO)CCCN(C(=O)c2ccccc2Cl)C1 (stereo not given)	8	-3	-0.3	4.6	-3	5	0.0	2.2	-4	-20	-5

Assay outcomes: PubChem BioAssay, several laboratories
